Screens as filed in PubChem.
hcGAS inh: human cGAS inhibition; Q8N884; recombinant h-cGAS, ATP depletion, Kinase-Glo luminescence; inhibition, % at 12.5 µM; 0.081% of 290,000 active; AID 1259398;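 further: 0% = vehicle reaction and 100% = reaction without DNA for no activity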
Target sequence (Q8N884 whole entry, looked up): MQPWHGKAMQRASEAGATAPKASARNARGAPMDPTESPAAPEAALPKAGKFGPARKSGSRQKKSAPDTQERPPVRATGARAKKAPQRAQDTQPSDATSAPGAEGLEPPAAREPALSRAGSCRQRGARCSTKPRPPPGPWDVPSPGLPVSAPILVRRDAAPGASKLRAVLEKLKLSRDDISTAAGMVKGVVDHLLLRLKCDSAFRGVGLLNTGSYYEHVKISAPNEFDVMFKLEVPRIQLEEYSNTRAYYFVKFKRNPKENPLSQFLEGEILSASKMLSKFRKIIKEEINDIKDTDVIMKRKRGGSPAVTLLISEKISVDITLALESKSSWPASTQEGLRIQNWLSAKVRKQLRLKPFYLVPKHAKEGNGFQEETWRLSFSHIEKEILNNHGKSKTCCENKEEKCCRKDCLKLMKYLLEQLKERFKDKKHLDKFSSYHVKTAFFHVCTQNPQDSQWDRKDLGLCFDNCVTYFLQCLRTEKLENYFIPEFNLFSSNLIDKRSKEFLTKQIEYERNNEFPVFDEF
NPYLR7 agonist: mosquito NPYLR7 agonism; HEK293T NPYLR7/Galpha15, GCaMP6s calcium fluorescence; activation, % at 10 µM; 0.15% of 270,000 active; AID 1259423; in the data active means activation above about 40%;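 further: 0% = vehicle and 100% = reference agonist at the receptor; some compounds past the cut are filed as inactive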
mcGAS inh: inhibitors of mouse cGAS. recombinant cGAS, Kinase-Glo ATP depletion luminescence. 0.15% of 160,000 active. Q8C6L5. AID 1259399. inhibition, % at 12.5 µM;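 further: 0% = negative control wells and 100% = reference inhibitor with no enzyme activity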
Active calls of the source: *; . = no result given; & = joins results of further samples. Unless noted, no stated cut-off is given here; in the data, active means inhibition above about 40%; inactive means the rest.

SMILES	hcGAS inh	NPYLR7 agonist	mcGAS inh
Nc1nc(Nc2ccccc2)nc(Nc2cccc(F)c2)c1[N+](=O)[O-]	-4.6	12.1	.
CCC(C)NC(N)=NCC1(c2cccc(Cl)c2)CCCC1 (configuration not stated)	-2.3	0.8	.
COc1ccc(-c2cc(C(=O)NC3CCCCC3)n(-c3cccc([N+](=O)[O-])c3)n2)c(OC)c1	-3.6	-1.0	-6.3
CCCCn1c(=O)[nH]c(=O)c2c1nc(COC(=O)CCC1CCCC1)n2CC	-1.5	4.9	-2.6
CCCCCCC(=O)OC1CC(C)(C)NC(C)(C)C1	4.0	1.6	-0.8
CC(Nc1ccc2nnnn2n1)C1CC2CCC1C2 (configuration not stated)	-13.2	1.8	.
Nc1nccc(-c2cccc3ccnn23)n1	-4.9	8.4	.
CCCc1[nH][nH]c(=O)c1C(c1cccc(Cl)c1)C(C#N)C#N (configuration not stated)	2.2	-8.7	.
Cn1c(SCC(=O)NC(N)=O)nnc1C(F)(F)F	-6.9	2.6	-5.3
CCCCCCCC(=O)NCC1CCN(c2nc(Cc3cccc(OC)c3)ns2)CC1	-4.9	-5.0	-5.0
CC1(C(=O)O)CCCN1C(=O)c1ccco1 (configuration not stated)	-20.0	-0.3	.
Cc1nn(-c2ccccc2)c2[nH]cc(C(=O)Nc3ccc(N(C)C)cc3)c(=O)c12	-4.0	-0.9	-6.7

5 records picked at random from those above, as already listed:
SMILES	hcGAS inh	NPYLR7 agonist	mcGAS inh
CCCCn1c(=O)[nH]c(=O)c2c1nc(COC(=O)CCC1CCCC1)n2CC	-1.5	4.9	-2.6
CCCCCCCC(=O)NCC1CCN(c2nc(Cc3cccc(OC)c3)ns2)CC1	-4.9	-5.0	-5.0
Cn1c(SCC(=O)NC(N)=O)nnc1C(F)(F)F	-6.9	2.6	-5.3
Nc1nc(Nc2ccccc2)nc(Nc2cccc(F)c2)c1[N+](=O)[O-]	-4.6	12.1	.
CC1(C(=O)O)CCCN1C(=O)c1ccco1 (configuration not stated)	-20.0	-0.3	.

Record cards, from the list above. Order of values: hcGAS inh | NPYLR7 agonist | mcGAS inh
CCCCn1c(=O)[nH]c(=O)c2c1nc(COC(=O)CCC1CCCC1)n2CC is listed with -1.5 | 4.9 | -2.6
CCCCCCCC(=O)NCC1CCN(c2nc(Cc3cccc(OC)c3)ns2)CC1 is listed with -4.9 | -5.0 | -5.0
Nc1nc(Nc2ccccc2)nc(Nc2cccc(F)c2)c1[N+](=O)[O-] is listed with -4.6 | 12.1 | .
Cc1nn(-c2ccccc2)c2[nH]cc(C(=O)Nc3ccc(N(C)C)cc3)c(=O)c12 is listed with -4.0 | -0.9 | -6.7

The listing continues:
SMILES	hcGAS inh	NPYLR7 agonist	mcGAS inh
CN1CC2(CCCN(C(=O)c3ccccc3-c3ncc[nH]3)CC2)OC1=O (configuration not stated)	1.4	3.6	-15.1
O=C(NCC1CCCO1)c1cnn(-c2ccc([N+](=O)[O-])cc2)c1C(F)(F)F (configuration not stated)	-5.7	.	-10.2
CCn1c(C2CCN(C(=O)C(C)Nc3c(C)cccc3C)CC2)n[nH]c1=O (configuration not stated)	-1.1	3.7	-7.4
CC(C)c1nc(CN(C)Cc2coc3ccccc3c2=O)cs1	-5.4	-2.5	-11.6
O=C(CCS(=O)(=O)c1cccs1)NC1CCCCC1	-0.1	0.1	.
COc1ncccc1C(=O)NC(C)c1cnc(-c2ccncc2)nc1C (configuration not stated)	-0.9	-0.9	.
CC(C)(C)NC(=O)CCN1CCC(CN2CCOCC2)C1 (configuration not stated)	-6.8	7.5	.
CCCN(Cc1nccn1C)C(=O)c1cnc(CC)nc1	2.7	3.2	.
COc1ccccc1Cc1nc2c(c(=O)[nH]1)CN(CC(O)COC(C)(C)C)CC2 (configuration not stated)	-4.8	3.1	-7.5
COC(=O)[C@@H]1Cc2ncn(Cc3ccccc3)c2CN1S(=O)(=O)c1cccc2c(N(C)C)cccc12	-3.2	-8.0	-4.9
OCc1cn(C2CCN(Cc3ccc(-c4ccccn4)cc3)CC2)nn1	-1.6	18.6	.
Cc1cc(C)c(CSCc2ccc(C(=O)N3C4CCC3CC(Oc3cccc(C#N)c3)C4)cc2)c(C)c1 (configuration not stated)	-8.3	1.8	-5.7
Cc1cc(CSCC(=O)Nc2ccc(F)cc2F)no1	-7.6	-2.3	.
CCn1nc(C)c(CNC2CCc3ccc(OC)cc3C2)c1C (configuration not stated)	-6.9	.	-10.9
Cc1ccc(S(=O)(=O)N2CCNCC2)s1	1.6	-2.3	.
O=C(CSc1nnc(-c2cccnc2)n1-c1cccc(Cl)c1)N1CCOCC1	-6.2	-3.1	-5.5
COCc1cc(C)nc(N/N=C\c2cc(Br)cc(OC)c2O)c1C#N	-2.7	-1.7	-3.0
Cc1ccc(-n2ncc3c(C)nnc(SCC(=O)N(C)c4ccccc4)c32)cc1C	-7.3	-8.1	-7.6
O=c1nc2sc3[nH]c(=O)sc3cc-2s1	5.7	244.2*	46.3*
CN(c1ccccc1)S(=O)(=O)c1ccc(C(=O)Nc2c3c(nn2C)CCC3)cc1	-6.8	17.5	.
NCc1cc(-c2ccccc2F)on1	-0.3	-2.9	.
Cc1cccc(CNCC(NC(=O)OC(C)(C)C)C(C)C)c1 (configuration not stated)	-5.5	4.7	.
CCC(COC)NC(=O)c1ccccc1OC1CCN(C(=O)COC)CC1 (configuration not stated)	1.3	1.9	.
CC(=O)N1CCCN(CCOc2cc(Cl)cc(Cl)c2)CC1	2.2	1.0	.
CC1(Cc2cccc(C#N)c2)C(=O)Nc2ccc(-c3cccc(C(F)(F)F)c3)cc21 (configuration not stated)	-3.5	1.2	.
O=P1(N(CCO)CCO)C=C(c2ccccc2)SC(c2ccccc2)=C1	3.8	-11.5	.
CCOC1CC(NS(=O)(=O)N(C)C)C12CCCCC2 (configuration not stated)	3.6	0.0	.
COC(=O)Nc1cccc(NC(=O)c2c(Cl)c3ccccc3n2C)c1	-7.9	0.7	.
C=CCNc1ccccc1C(=O)N(Cc1c(C)nn(C)c1C)C(C)C	-8.6	5.0	.
O=C(c1c(F)c(F)cc(F)c1F)N1CCOC(c2ccccc2)C1 (configuration not stated)	-3.3	2.8	-4.8
FC(F)(F)c1ccc(-n2cnc3ccccc32)nc1	-3.8	-1.6	.
O=C(c1ccco1)N(Cc1nccn1Cc1ccc(Cl)cc1Cl)c1ccccc1	-0.7	18.2	-3.0
O=[N+]([O-])c1nccn1CC(O)CN1CCCCC1 (configuration not stated)	-6.7	2.8	.
Nc1c(Oc2ccccc2F)ncnc1N1CCSCC1	-7.2	19.7	.
CCC(C)N(Cc1ccc(OS(C)(=O)=O)cc1)C(=O)Nc1ccc(C)cc1C (configuration not stated)	-6.3	-5.7	-4.3
CCOC(=O)C(C)Sc1ncnc2c1nnn2Cc1ccc(F)cc1 (configuration not stated)	-7.6	15.4	3.4

For reference, part of the list above:
SMILES	hcGAS inh	NPYLR7 agonist	mcGAS inh
O=C(c1c(F)c(F)cc(F)c1F)N1CCOC(c2ccccc2)C1 (configuration not stated)	-3.3	2.8	-4.8
FC(F)(F)c1ccc(-n2cnc3ccccc32)nc1	-3.8	-1.6	.

Additional structures.
SMILES	hcGAS inh	NPYLR7 agonist	mcGAS inh
O=C(CC1CSc2nc3c(c(=O)n21)CCCC3)N1CCCCCC1 (configuration not stated)	-4.1	-1.2	.
COCCN(CC(=O)N(CCc1c[nH]c2ccccc12)Cc1ccc(C(F)(F)F)cc1)C(=O)c1cccc(Cl)c1	-2.5	22.2	-4.0
CCOC(=O)C1(C)CCCCCN1C(=O)c1ccc(C(=O)OC)cc1 (configuration not stated)	-3.4	-1.9	.
CC1(C)CC2=C(C(NC(=O)c3ccc([N+](=O)[O-])cc3)C1)C1(O)CC(C)(C)CC(C)(C2)C1 (configuration not stated)	-3.2	4.0	.
CC(=O)Nc1nc(CSc2nncn2-c2ccc(C)cc2C)cs1	-5.8	7.1	.
CN(C)S(=O)(=O)c1ccc(-c2nc(C#N)c(NCc3ccccc3)o2)cc1	-5.0	-1.1	-8.9
Cc1cc[n+](C2=C(c3c(C)[nH]n(-c4ccc(Cl)c(Cl)c4)c3=O)C(=O)N(C(C)C)C2=O)cc1C	-12.2	10.7	-7.8
CC(C)N=C1NN=C(c2c[nH]c3ccccc23)C(c2ccccc2)S1 (configuration not stated)	-2.2	-2.7	-2.2
Oc1c(Cl)cc(Cl)c2ccc(N/N=C\c3cc(Br)cs3)nc12	1.8	-4.9	-5.4
CCCc1nc2oc3ccccc3c(=O)c2c(=O)n1-c1ccc(C)cc1	-3.0	3.3	.
O=C1NC(=O)N2CCCCC12 (configuration not stated)	-6.1	-1.6	-8.9
CC(C)N1CCNC(=O)C1CC(=O)NCc1cn[nH]c1-c1cccs1 (configuration not stated)	-2.5	-4.8	-11.8

Brought forward from above: two entries, followed by the next part.
SMILES	hcGAS inh	NPYLR7 agonist	mcGAS inh
O=C1NC(=O)N2CCCCC12 (configuration not stated)	-6.1	-1.6	-8.9
CC(C)N1CCNC(=O)C1CC(=O)NCc1cn[nH]c1-c1cccs1 (configuration not stated)	-2.5	-4.8	-11.8
CC(C)(C)c1ccc(C(=O)CSc2nnc3ccccn23)cc1	0.1	3.2	-0.6
CC(C)NC(=O)c1cn2cc(-c3ccc(C(F)(F)F)cc3)ccc2n1	1.9	4.9	.
COc1cccc(-c2nc3ccccn3c2NC(=O)c2ccc(C)cc2)c1	2.4	-5.5	-0.2
COCCn1c(C)c(C)n2c3c(=O)n(CCC(C)C)c(=O)n(C)c3nc12	-4.5	1.6	.
CCCCN(C)C(=O)c1sc(=O)n(Cc2ccccc2F)c1C	-4.2	5.6	.
Cc1cccc2sc(N(CCCN3CCOCC3)C(=O)C3COc4ccccc4O3)nc12 (configuration not stated)	-11.9	-0.4	-10.6
O=C(Cn1cnc2ccsc2c1=O)NCc1cccc(NC(=O)C2CC2)c1	6.1	-0.4	.
CCOC(=O)C1CCCCN1C(=O)c1cn(C)c2ccc(C)cc2c1=O (configuration not stated)	-5.5	-1.9	.
Cc1ccc(N=c2scc(-c3ccc(C)cc3)n2N2CCOCC2)cc1	-6.4	-6.2	-7.9
COCCN1C(=O)N(Cc2ccccc2)C2(CCN(Cc3cccn3-c3nccs3)CC2)C1=O	-6.9	3.5	-16.8
Cc1cn2nc(N3CCC4(CC3)CC4c3nnc(-c4cccc(F)c4)o3)sc2n1 (configuration not stated)	-8.9	5.1	.
CO/N=C(\C(=O)NC1C(=O)N2C(C(=O)O)=C(COC(N)=O)CSC12)c1ccco1 (configuration not stated)	-4.0&6.5	-4.2&-12.4	.
CCCn1ccnc1CN1CCC(c2ccnc(-c3ccncc3)c2)C1 (configuration not stated)	-4.6	2.4	.
COc1cc(/C=C2\Oc3c(ccc4c3CN(CC3CCCO3)CO4)C2=O)cc(OC)c1OC (configuration not stated)	2.0	74.1*	2.1
Cc1ccc(NC(=O)Cn2nc3ccc(SC4CCCCC4)nn3c2=O)cc1C	-8.0	-2.7	-7.8
COc1cc(OC)cc(N2CCN(C(=O)CCc3ccccc3)C(C)C2=O)c1 (configuration not stated)	-0.4	9.4	-3.1
COCCCN(CC(=O)N(CCc1ccc(OC)c(OC)c1)Cc1sccc1C)S(=O)(=O)c1ccc(Cl)c([N+](=O)[O-])c1	-5.5	15.6	-5.1
CSCC(=O)N1CCCC(Nc2ccccc2)C1 (configuration not stated)	-9.2	2.4	.
CC(C)c1nnsc1CNC(=O)CN1CCOc2ccccc2C1	-6.7	1.0	-9.5
Cc1c(C(=O)NC(C)c2cccc3ccccc23)cnc2c(-c3cccs3)cnn12 (configuration not stated)	4.4	0.1	1.5
Cc1ccc(C2C(=C(O)c3ccc(Cl)cc3)C(=O)C(=O)N2CCN2CCOCC2)cc1 (configuration not stated)	0.9	-0.1	-3.1
COc1cccc(C(=O)N2CCN(Cc3nc[nH]c3C)CC2)c1	-4.1	2.9	-10.1
O=c1[nH]nc(-c2ccccc2)c2c1Nc1nncn1C2c1ccccc1 (configuration not stated)	-10.2	2.7	.
CC(=O)c1ccc(Oc2cc(C(C)C)nc(SCc3cccc(C(F)(F)F)c3)n2)cc1	-4.7	0.0	-5.0
CCSc1nnc(NC(=O)c2cc(Cl)ccc2OC)s1	2.4	-8.3	0.3
